Screening data from PubChem.
hiPSC survival = increases survival of single human iPS cells | actives 0.044% (n = 360,000) | survival enhancement, % at 20 µM | AID 602274 | hiPSC single-cell survival, ATPlite luminescence; 100% = ROCK inhibitor wells, 0% = DMSO; in the data active = survival enhancement above about 18%;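 note: cells exposed to compounds for 16 hours before the ATP read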
m5-HT2A agonist = mouse HTR2A agonism via beta-arrestin recruitment. actives 0.66% (n = 360,000). CHO-K1 mHTR2A beta-arrestin complementation, luminescence; percent of 30 µM serotonin response. activation, % at 7.6 µM. P35363. AID 624169;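 active = activation above a run cutoff, the mean activation of all tested compounds plus 3 SD, cut at about 14% in these data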;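 note: 0% = plate median of compound wells and 100% = 30 µM serotonin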
ABCB6 inh MLPCN = human ABCB6 transporter inhibition. K562-ABCB6 porphyrin accumulation, flow cytometry, 1 h; active compounds read low. fluorescence ratio to DMSO, % at 10 µM. actives 0.19% (n = 360,000);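 active = fluorescence ratio to DMSO below 75%, the collection mean minus 3 SD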;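 note: signal is porphyrin accumulated inside mitochondria; 100% equals median channel fluorescence of DMSO control wells; lower ratio means ABCB6 inhibition with less porphyrin fluorescence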
Granule exo inh = lytic granule exocytosis inhibition. TALL-104 LAMP-1 surface exposure, flow cytometry; cells stimulated with thapsigargin and PMA. inhibition, % at 10 µM. actives 0.66% (n = 360,000). AID 651702;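 active = inhibition above about 55%, limit read from the data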
MC4R ag barr = agonists of human melanocortin 4 receptor (MC4R) beta-arrestin; activation, % at 8.9 µM; U2OS MC4R beta-arrestin complementation, luminescence; percent of melanotan II response, DMSO zero; actives 0.98% (n = 360,000);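 active = activation above a per-plate cutoff, the mean activation of sample wells on that plate plus 3 SD, cut at about 8% in these data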
Glyco luc inh = blocks N-linked glycosylation in D54 reporter cells; D54 ERlucT glycosylation luciferase reporter, 24 h; percent of 100 nM tunicamycin response; reporter increase, % at 12.5 µM; actives 0.23% (n = 360,000);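 active = mean luciferase reporter signal, scaled so untreated is 0 and the glycosylation-blocking control 100, at or above a set limit in every replicate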;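 note: luciferase carries N-glycosylation sites so blocking glycosylation raises the light; 0% = median of neutral control wells and 100% = median of 100 nM tunicamycin wells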
Cardio protect = protects H9c2 cardiomyocytes from peroxide injury. H2O2 injury protection, ATPLite, 2 h. protection from H2O2 cell death, % at 20 µM. actives 0.63% (n = 360,000). AID 588492;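 active = compounds giving at least 50% protection of heart cells from peroxide-induced death in the single-dose screen, raw or plate-pattern-corrected value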;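 note: 0% = DMSO wells with peroxide and 100% = DMSO wells without peroxide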
aDG glyco act = increases alpha dystroglycan glycosylation; actives 0.22% (n = 360,000); AID 624168; Pro5-aDG cells, alpha-DG glycosylation AlphaScreen (IIH6); 0% Pro5, 100% B10-LARGE cell signal; activation, % at 10 µM;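 active = activation of at least 8% versus controls, or a plate z-score of at least 8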;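 note: Pro5 are CHO cells carrying HIG-tagged alpha-DG that lacks glycosylation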
MC4R antagonist = antagonists of human melanocortin 4 receptor (MC4R); P32245; MC4R-expressing cells, MTII-stimulated cAMP, LANCE TR-FRET; inhibition, % at 6.5 µM; actives 0.48% (n = 360,000);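 active = inhibition above its plate's cutoff, the mean of tested wells on that plate plus 3 SD, cut at about 29% in these data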;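 note: 0% = Melanotan II alone and 100% = Melanotan II plus saturating MCL0020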
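Assay system: U2OS-MC4R stable cell line; Also added: Melanotan II; Technique: Eu-cAMP/anti-cAMP TR-FRET, emission 671 nm; Times: 30-min compound, 1-h challenge, 1-h detection, room temperature.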
ABHD5 PLIN5 PPI = inhibitors of human ABHD5-perilipin-5 interaction. Q00G26+Q8WTS1. Split G. princeps luciferase complementation, luminescence, 4 h. inhibition, % at 4 µM. actives 0.78% (n = 360,000). AID 602281;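 active = inhibition above the mean inhibition across every tested compound plus 3 SD, cut at about 22% in these data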;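 note: 0% = DMSO only wells and the 100% control is not disclosed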
Target sequence (Q00G26 whole entry, looked up): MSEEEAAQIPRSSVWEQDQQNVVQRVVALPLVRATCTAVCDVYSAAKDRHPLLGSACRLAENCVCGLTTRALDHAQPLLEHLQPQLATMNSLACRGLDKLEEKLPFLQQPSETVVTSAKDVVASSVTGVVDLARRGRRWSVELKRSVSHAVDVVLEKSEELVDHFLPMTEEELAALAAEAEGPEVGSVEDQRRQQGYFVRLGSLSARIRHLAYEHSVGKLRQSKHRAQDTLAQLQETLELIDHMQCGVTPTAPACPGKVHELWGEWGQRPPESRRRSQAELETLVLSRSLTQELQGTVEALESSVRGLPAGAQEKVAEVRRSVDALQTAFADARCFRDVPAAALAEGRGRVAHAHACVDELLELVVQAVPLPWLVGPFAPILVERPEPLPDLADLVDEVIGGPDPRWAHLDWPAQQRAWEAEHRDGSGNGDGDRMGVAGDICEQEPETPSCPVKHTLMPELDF
Target sequence (Q8WTS1 whole entry, looked up): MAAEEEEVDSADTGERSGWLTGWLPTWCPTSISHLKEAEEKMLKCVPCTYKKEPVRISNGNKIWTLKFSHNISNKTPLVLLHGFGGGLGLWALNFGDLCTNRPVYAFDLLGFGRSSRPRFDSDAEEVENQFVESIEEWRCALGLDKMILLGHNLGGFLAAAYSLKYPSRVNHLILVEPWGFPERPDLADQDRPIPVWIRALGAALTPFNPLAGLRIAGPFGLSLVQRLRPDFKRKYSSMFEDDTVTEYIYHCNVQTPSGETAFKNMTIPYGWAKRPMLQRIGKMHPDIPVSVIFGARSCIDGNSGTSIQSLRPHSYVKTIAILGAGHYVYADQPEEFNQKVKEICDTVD
Starred values were filed as active, the others as inactive.

`CN1CCC(N(C)C(=O)c2ccc(Cl)c(S(=O)(=O)N(C)c3ccc(Cl)cc3)c2)CC1` gave hiPSC survival -1.9, m5-HT2A agonist -4.8, ABCB6 inh MLPCN 98.0, Granule exo inh 4.4, MC4R ag barr 1.6, Glyco luc inh -3.0, Cardio protect 4.7, aDG glyco act 0.4, MC4R antagonist -0.4 and ABHD5 PLIN5 PPI 6.2.
COc1ccccc1OCC(=O)Nc1ccc(C(N)=O)cc1 was read as hiPSC survival -1.2, m5-HT2A agonist -1.6, ABCB6 inh MLPCN 98.0, Granule exo inh -2.8, MC4R ag barr -0.8, Glyco luc inh 0.0, Cardio protect -4.4, aDG glyco act -0.3, MC4R antagonist 10.1 and ABHD5 PLIN5 PPI 2.6.
CC(C)c1nc(SCC(=O)Nc2nc3c(s2)CCCC3)c2ccccc2n1 was read as hiPSC survival 0.9, m5-HT2A agonist -0.2, ABCB6 inh MLPCN 101.0, Granule exo inh 0.1, MC4R ag barr 2.2, Glyco luc inh -9.0, Cardio protect -22.0, aDG glyco act 0.1, MC4R antagonist 1.0 and ABHD5 PLIN5 PPI 3.1.
For CC(=O)N/N=C/C1=CCC2CC1C2(C)C (stereo not drawn) the results were hiPSC survival -0.5, m5-HT2A agonist 1.7, ABCB6 inh MLPCN 96.0, Granule exo inh -2.9, MC4R ag barr -1.6, Glyco luc inh -0.4, Cardio protect -5.1, aDG glyco act -0.2, MC4R antagonist -4.0 and ABHD5 PLIN5 PPI -5.2.
`CC(C)NC(=O)C1CCCN(S(=O)(=O)c2cccs2)C1` (stereo not drawn) gave hiPSC survival -1.2, m5-HT2A agonist -3.5, ABCB6 inh MLPCN 97.0, Granule exo inh 0.1, MC4R ag barr -0.2, Glyco luc inh -4.7, Cardio protect -1.4, aDG glyco act -0.1, MC4R antagonist 0.8 and ABHD5 PLIN5 PPI -2.6.
For Cc1cccc(/C=C/c2nc3ccccc3c(=O)n2Cc2ccccc2)c1 the results were hiPSC survival 0.9, m5-HT2A agonist 0.4, ABCB6 inh MLPCN 96.0, Granule exo inh -0.8, MC4R ag barr -0.6, Glyco luc inh -1.5, Cardio protect -1.5, aDG glyco act 0.0, MC4R antagonist -1.6 and ABHD5 PLIN5 PPI -3.6.
`O=S1(=O)C=C(SCc2ccc(F)cc2)Nc2ccccc21` gave hiPSC survival 1.7, m5-HT2A agonist -1.3, ABCB6 inh MLPCN 97.0, Granule exo inh -5.4, MC4R ag barr -1.6, Glyco luc inh 1.7, Cardio protect 10.9, aDG glyco act -0.2, MC4R antagonist 19.0 and ABHD5 PLIN5 PPI 0.0.
For Cc1cc(O)c(C(C)C)cc1N=Cc1ccccc1[N+](=O)[O-] the results were hiPSC survival -0.5, m5-HT2A agonist -4.8, ABCB6 inh MLPCN 98.0, Granule exo inh 2.4, MC4R ag barr -2.6, Glyco luc inh 1.3, Cardio protect -3.6, aDG glyco act 0.8, MC4R antagonist -12.1 and ABHD5 PLIN5 PPI 6.9.
Clc1ccccc1-c1nn2c(-c3ccncc3)nnc2s1 was read as hiPSC survival 0.7, m5-HT2A agonist -3.6, ABCB6 inh MLPCN 96.0, Granule exo inh -1.4, MC4R ag barr 0.7, Glyco luc inh -6.8, Cardio protect 26.4, aDG glyco act 0.0, MC4R antagonist -7.1 and ABHD5 PLIN5 PPI 1.5.
`O=c1cc(N2CCC3(CC2)OCCO3)[nH]c(=O)n1C1CCCCC1` gave hiPSC survival -1.7, m5-HT2A agonist 6.2, ABCB6 inh MLPCN 101.0, Granule exo inh -2.5, MC4R ag barr -1.8, Glyco luc inh 2.4, Cardio protect 11.6, aDG glyco act 0.0, MC4R antagonist 5.9 and ABHD5 PLIN5 PPI -1.1.
Screening CCN1CCN(CC(=O)c2c(C)n(C)c3ccc(OC)cc23)CC1 returned hiPSC survival 0.7, m5-HT2A agonist -1.1, ABCB6 inh MLPCN 90.0, Granule exo inh 2.4, MC4R ag barr 1.3, Glyco luc inh 1.6, Cardio protect 11.8, aDG glyco act 0.1, MC4R antagonist 12.0 and ABHD5 PLIN5 PPI 5.0.
CC(C)OC(=O)CC(=O)CSc1nc2c(cc1C#N)CCCCCC2 was read as hiPSC survival -3.3, m5-HT2A agonist -2.8, ABCB6 inh MLPCN 101.0, Granule exo inh 2.0, MC4R ag barr -0.3, Glyco luc inh 2.2, Cardio protect -11.8, aDG glyco act -0.2, MC4R antagonist 4.2 and ABHD5 PLIN5 PPI -1.5.
Cc1cccc(/C=N/NC(=O)c2ccc(NC(=O)c3cccc(Cl)c3)cc2)n1 was read as hiPSC survival 0.7, m5-HT2A agonist -2.1, ABCB6 inh MLPCN 96.0, Granule exo inh 5.5, MC4R ag barr 5.3, Glyco luc inh -3.0, Cardio protect 3.2, aDG glyco act -0.1, MC4R antagonist 6.2 and ABHD5 PLIN5 PPI -3.3.
O=C(O)CC/C(=N\Nc1ccc(S(=O)(=O)N2CCOCC2)cc1[N+](=O)[O-])c1cccs1 was read as hiPSC survival -0.5, m5-HT2A agonist 0.3, ABCB6 inh MLPCN 90.0, Granule exo inh 2.7, MC4R ag barr 0.5, Glyco luc inh 2.3, Cardio protect 0.1, aDG glyco act -0.3, MC4R antagonist -12.1 and ABHD5 PLIN5 PPI 3.9.
O=C(NCc1ccc(F)cc1)C1CC(=O)N(C2CCCCCCC2)C1 (stereo not drawn) was read as hiPSC survival 0.5, m5-HT2A agonist 2.9, ABCB6 inh MLPCN 98.0, Granule exo inh 0.3, MC4R ag barr -1.9, Glyco luc inh -2.6, Cardio protect -0.7, aDG glyco act 0.0, MC4R antagonist -3.7 and ABHD5 PLIN5 PPI -0.7.
`Cc1nnc(NC(=O)CSCc2ccccc2)s1` gave hiPSC survival -0.3, m5-HT2A agonist 1.5, ABCB6 inh MLPCN 93.0, Granule exo inh -7.6, MC4R ag barr 0.7, Glyco luc inh 2.8, Cardio protect 12.2, aDG glyco act -0.2, MC4R antagonist -1.1 and ABHD5 PLIN5 PPI 0.4.
Screening COC(=O)CC(c1ccc(OC)c(OC)c1)c1ccc(OC)c(OC)c1 returned hiPSC survival -0.4, m5-HT2A agonist -0.9, ABCB6 inh MLPCN 96.0, Granule exo inh 2.0, MC4R ag barr -1.8, Glyco luc inh 2.2, Cardio protect -0.9, aDG glyco act -0.1, MC4R antagonist -4.8 and ABHD5 PLIN5 PPI 1.1.
For CC(C)Cc1nnc(NC(=O)CCC(=O)NC2CCCCCC2)s1 the results were hiPSC survival 0.2, m5-HT2A agonist -0.4, ABCB6 inh MLPCN 98.0, Granule exo inh -5.5, MC4R ag barr -2.4, Glyco luc inh -0.6, Cardio protect -0.4, aDG glyco act 0.1, MC4R antagonist 10.6 and ABHD5 PLIN5 PPI -6.1.
For Cc1ccc(S(=O)(=O)c2cn(C)c3cc(N4CCN(C)CC4)c(F)cc3c2=O)cc1 the results were hiPSC survival -0.7, m5-HT2A agonist 9.4, ABCB6 inh MLPCN 98.0, Granule exo inh 2.8, MC4R ag barr -1.4, Glyco luc inh -0.9, Cardio protect 3.2, aDG glyco act -0.4, MC4R antagonist 13.6 and ABHD5 PLIN5 PPI -5.2.
Screening Cc1c(Cl)cccc1NC(=S)NCc1ccccc1 returned hiPSC survival 2.9, m5-HT2A agonist 0.8, ABCB6 inh MLPCN 105.0, Granule exo inh 2.9, MC4R ag barr 1.0, Glyco luc inh -1.7, Cardio protect -0.3, aDG glyco act -0.1, MC4R antagonist 6.2 and ABHD5 PLIN5 PPI -4.5.
`Brc1ccc(/C=N/c2nc3ccccc3n2CCN2CCOCC2)cc1` gave hiPSC survival -0.1, m5-HT2A agonist 9.8, ABCB6 inh MLPCN 106.0, Granule exo inh 10.2, MC4R ag barr -2.1, Glyco luc inh 0.6, Cardio protect 9.3, aDG glyco act -0.1, MC4R antagonist 2.6 and ABHD5 PLIN5 PPI 1.9.
Screening COc1cccc(N2CCN(C(=O)CN(C)S(=O)(=O)c3ccc4c(c3)c(=O)n(C)c(=O)n4C)CC2)c1 returned hiPSC survival -0.5, m5-HT2A agonist -1.1, ABCB6 inh MLPCN 100.0, Granule exo inh -1.0, MC4R ag barr -4.1, Glyco luc inh 1.1, Cardio protect 0.9, aDG glyco act 0.0, MC4R antagonist 7.9 and ABHD5 PLIN5 PPI 0.8.
`C=C(C)COc1ccc(-c2ncnc(C(F)(F)F)c2-c2ccccc2)c(O)c1` gave hiPSC survival 1.0, m5-HT2A agonist 5.1, ABCB6 inh MLPCN 91.0, Granule exo inh -4.5, MC4R ag barr 6.1, Glyco luc inh -6.1, Cardio protect -11.5, aDG glyco act 0.0, MC4R antagonist 21.2 and ABHD5 PLIN5 PPI -5.5.
`CC1CN(c2c3c(nc4ncnn24)CCCC3)CC(C)O1` (stereo not drawn) gave hiPSC survival -1.4, m5-HT2A agonist 2.1, ABCB6 inh MLPCN 90.0, Granule exo inh 0.5, MC4R ag barr 0.7, Glyco luc inh 2.8, Cardio protect 4.3, aDG glyco act 0.1, MC4R antagonist 6.3 and ABHD5 PLIN5 PPI 0.0.
For CC(C)CC(NC(=O)CCl)c1ccccc1 (stereo not drawn) the results were hiPSC survival -1.0, m5-HT2A agonist 3.1, ABCB6 inh MLPCN 97.0, Granule exo inh 1.0, MC4R ag barr -0.8, Glyco luc inh 1.9, Cardio protect -2.3, aDG glyco act 0.1, MC4R antagonist -1.2 and ABHD5 PLIN5 PPI 4.8.
CC(C)NC(=O)C1CCN(c2ccc(S(=O)(=O)N3CCOCC3)cc2Cl)CC1 was read as hiPSC survival -0.4, m5-HT2A agonist -0.1, ABCB6 inh MLPCN 97.0, Granule exo inh 2.0, MC4R ag barr 0.6, Glyco luc inh -0.9, Cardio protect -5.0, aDG glyco act 0.1, MC4R antagonist 1.7 and ABHD5 PLIN5 PPI 3.5.
`COc1ccccc1C(=O)Nc1ccnn1C1CCN(Cc2ccc3nonc3c2)CC1` gave hiPSC survival -0.2, m5-HT2A agonist -7.1, ABCB6 inh MLPCN 100.0, Granule exo inh 20.9, MC4R ag barr 0.0, Glyco luc inh 3.8, Cardio protect 10.0, aDG glyco act 0.1, MC4R antagonist -1.5 and ABHD5 PLIN5 PPI -1.6.
Screening Clc1ccc(-c2nc(-c3ccncc3)no2)c(Cl)c1 returned hiPSC survival -0.6, m5-HT2A agonist -1.6, ABCB6 inh MLPCN 100.0, Granule exo inh -1.8, MC4R ag barr -0.5, Glyco luc inh -4.0, Cardio protect -14.1, aDG glyco act 0.0, MC4R antagonist -3.1 and ABHD5 PLIN5 PPI -3.7.
Screening c1ccc(CN(Cc2ccco2)C(c2ccncc2)c2nnnn2C2CCCC2)cc1 (stereo not drawn) returned hiPSC survival -0.2, m5-HT2A agonist 5.5, ABCB6 inh MLPCN 104.0, Granule exo inh -15.8, MC4R ag barr -0.4, Glyco luc inh 1.7, Cardio protect 0.9, aDG glyco act -0.1, MC4R antagonist -0.3 and ABHD5 PLIN5 PPI -31.1.
`CCN(C(=O)CSc1nnnn1-c1ccccc1)C1CCS(=O)(=O)C1` (stereo not drawn) gave hiPSC survival 1.0, m5-HT2A agonist 1.6, ABCB6 inh MLPCN 102.0, Granule exo inh 8.6, MC4R ag barr -3.1, Glyco luc inh 0.8, Cardio protect 6.2, aDG glyco act -0.3, MC4R antagonist -2.9 and ABHD5 PLIN5 PPI -3.8.

Random draw from the library; any-hit rate near 4.5%.
